MCF10A rerep – A quantitative high throughput screen for small molecules that induce DNA re-replication in MCF 10a normal breast cells. MCF 10A DNA re-replication, Hoechst nuclear intensity, 48 h. Potency, µM (top dose mostly 46.1 µM), without a hit: top-dose activity, positive = re-replication, hits mostly activators. hit rate 2.9% among 350,000; also: potency is read from the fitted curve at half-maximal effect; % of control where 0% means no effect; nearly all actives have a fitted effect of over 50% in size
HT1080-NT tox – qHTS for induction of synthetic lethality in tumor cells producing 2HG: qHTS for the HT-1080-NT fibrosarcoma cell line. HT-1080-NT fibrosarcoma viability, CellTiter-Glo ATP luminescence, 48 h. Potency, µM (doses to about 46.1 µM), inactives show top-dose activity, negative = less viability, hits mostly cytotoxic. hit rate 1.6% among 360,000;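 also: NT is the 2HG producing partner of a matched IDH1 knockdown line; potency is read from the fitted curve at half-maximal effect; 0% = DMSO-treated cells and -100% = media-only wells without cells; nearly all actives have a fitted effect of over 55% in size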
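Fibrosarcoma NT cells, 750 per well in 5% FBS RPMI, were exposed to compound for 48 hours. Viability: CellTiter-Glo luminescence.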
HEK293 tox – qHTS of GLP-1 Receptor Inverse Agonists: Cytotox Screen; hit rate 0.13% among 410,000; HEK293 cAMP-luciferase reporter cells, luminescence, 24 h; Potency, µM (doses to about 38.3 µM), without a hit: at the top dose activity change, negative = inhibition, usual class: inhibitors; AID 624418, 2012;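 also: loss of luciferase light is scored as toxicity; potency is read from the fitted curve at half-maximal effect; % is scaled to controls: 0 for no effect and ±100 for the full control effect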
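1536-well qHTS counterscreen of the MLSMR; 200 cells/uL, 12 h pre-incubation, 23 nL cpd, 24 h at 37 deg C 5% CO2, luciferase detection reagent, 12 min RT, luminescence. Inhibition = undesired.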
IL-1B inflam inh – qHTS for Inhibitors of Inflammasome Signaling: IL-1-beta AlphaLISA Primary Screen; THP-1 LPS/ATP IL-1B secretion, AlphaLISA, 16 h; stronger effect = lower value; hit rate 4.7% among 360,000; activity change, % at 57.5 µM; in the data active = activity change below about -50%; inconclusive = mostly about -30% to -49%; also: % is scaled to controls: 0 for no effect and ±100 for the full control effect
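Secreted IL-1B measured by AlphaLISA bead assay after 16 h compound exposure of THP-1 cells; compounds (final up to 57.5 uM) added 1 h before LPS (250 ng/mL) and ATP (1.25 mM) stimulation; lower signal means less secretion.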
HT1080 IDH1KD tx – qHTS for induction of synthetic lethality in tumor cells producing 2HG: qHTS for the HT-1080-IDH1KD cell line; hit rate 2% among 360,000; Potency, µM (top dose mostly 46.1 µM), inactives show at the top dose activity, negative = toxicity, hits mostly cytotoxic; HT-1080 IDH1 knockdown viability, ATP luminescence, 48 h;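 also: potency is read from the fitted curve at half-maximal effect; 0% = DMSO wells and -100% = cell-free medium wells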
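% activity derives from luminescence (CellTiter-Glo), normalised to DMSO and no-cell wells. HT-1080-IDH1KD cells, 750/well, had 48 h compound exposure at 37 °C.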
DRD3 agonist – qHTS of D3 Dopamine Receptor Agonist: qHTS; D(3) dopamine receptor (Homo sapiens), P35462; D3R DiscoveRx beta-arrestin cells, luminescence, 90 min; max activation, %; hit rate 0.58% among 410,000; AID 652048, 2013; in the data active = max activation above about 30%; also: 0% is about no effect; mostly tested at two doses, the higher about 12 µM
Target sequence (P35462 whole entry, looked up): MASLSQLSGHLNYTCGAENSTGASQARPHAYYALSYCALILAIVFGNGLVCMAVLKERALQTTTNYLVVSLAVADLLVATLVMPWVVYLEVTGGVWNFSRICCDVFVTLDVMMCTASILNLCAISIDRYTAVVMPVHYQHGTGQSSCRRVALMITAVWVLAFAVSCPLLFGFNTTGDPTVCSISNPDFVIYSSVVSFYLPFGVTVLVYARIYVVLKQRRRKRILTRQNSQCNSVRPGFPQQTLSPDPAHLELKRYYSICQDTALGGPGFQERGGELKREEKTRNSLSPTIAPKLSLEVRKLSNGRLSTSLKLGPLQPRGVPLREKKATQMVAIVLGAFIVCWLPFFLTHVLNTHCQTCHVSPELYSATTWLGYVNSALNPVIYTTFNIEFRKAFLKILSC
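Agonist-mode cell screen: cells plated at 1500/well and incubated overnight at 37 °C, then exposed to library compounds for 90 min at 37 °C. Detection reagent was added for 30–60 min at room temperature, and luminescence was read.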
SW480 rerep – A quantitative high throughput screen for small molecules that induce DNA re-replication in SW480 colon adenocarcinoma cells; SW480 DNA re-replication, Hoechst DNA content imaging, 48 h; AID 624297, 2012; Potency, µM (titrated, usually from 46.1 µM), for the others: top-dose re-replication activation, most hits filed as activators; hit rate 1.8% among 340,000; also: potency is read from the fitted curve at half-maximal effect; % of control where 0% means no effect; nearly all actives have a fitted effect of over 55% in size
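First, 250 cells per well were seeded. Next, compound or vehicle (23 nL) was pinned in, plates sat 48 hr at 37 C. Finally Hoechst was added for 40 min before fluorescence scanning.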
KB-V1 MDR tox – qHTS assay for MDR1-selective chemotherapeutics: Primary screen using the drug-selected MDR subline cells KB-V1. KB-V1 MDR cells viability, CellTiter-Glo, 72 h. AID 1347076, 2019. Potency, µM (series often up to 46.1 µM), without a hit: at the highest dose activity change, negative = cytotoxicity, actives largely listed as cytotoxic. hit rate 3.4% among 400,000; also: potency is read from the fitted curve at half-maximal effect; % is scaled to controls: 0 for no effect and ±100 for the full control effect; nearly all actives have a fitted effect of over 60% in size
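qHTS viability screen in drug-selected KB-V1 MDR cells: 72 h compound treatment at 37 degrees C, ATP luminescence end point.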
KB-3-1 tox – qHTS assay for MDR1-selective chemotherapeutics: Primary screen using the parental adenocarcinoma cell KB-3-1 | Potency, µM (series often up to 46.1 µM), inactives show top-dose activity change, negative = cytotoxic, hits mostly cytotoxic | KB-3-1 viability, CellTiter-Glo ATP luminescence, 72 h | hit rate 1.4% among 400,000; also: potency is read from the fitted curve at half-maximal effect; % is scaled to controls: 0 for no effect and ±100 for the full control effect; nearly all actives have a fitted effect of over 60% in size
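72 h, 37 °C compound treatment of KB-3-1 parental cells; CellTiter-Glo added, 10 min, luminescence read. Data corrected against DMSO-only plates and normalized before curve fitting.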
An asterisk follows results filed as active; ? = inconclusive; . = no result given; & = joins results of further samples; [ ] = dose if it differs, or a comment. Unless noted, calls follow the shape of the dose curve; as a rule, active = well fitted curve in the direction sought with a large enough effect; inconclusive = small, poorly fitted or top-dose-only effect, or another doubt; inactive = no such curve, though single readings can be large; an effect the other way counts as inactive or inconclusive.

[1] CCOc1ccc(C(C)=O)cc1COC(=O)CCc1cc(OC)c(OC)c(OC)c1
[2] C=CCOc1ccc(CNCCc2ccc(S(N)(=O)=O)cc2)cc1
[3] CCOC(=O)c1c(C)oc2c1cc(NS(=O)(=O)c1ccc(C)cc1)c1ccccc12
[4] CC(C)NC(=O)C(C)n1cccc1C(=O)c1ccccc1 (stereo not drawn)
[5] CCOC(=O)CNC(=O)Nc1nnc(-c2ccc(OCC)cc2)o1
[6] N=c1n(-c2ccccc2)c(O)cc(=O)n1-c1ccccc1

assay / compound,1,2,3,4,5,6
MCF10A rerep,8%,?,.,0%,2%,11%
HT1080-NT tox,21%,-9%,.,3%,11%,19%
HEK293 tox,10%,2%,-6%,-8%,-11%,?
IL-1B inflam inh,28,-20,.,27,35,-29
HT1080 IDH1KD tx,1%,1%,.,8%,15%,1%
DRD3 agonist,3,-21,7,6,1,1
SW480 rerep,-5%,-5%,.,-5%,-5%,3%
KB-V1 MDR tox,22%,19%,-18%,1%,-30%,1%
KB-3-1 tox,-10%,?,6%,10%,5%,1%

[7] C=CCNC(=O)N1C2=NC(C(=O)OC)=C(C(=O)OC)[C@@H]3N(Cc4ccccc4)c4ccccc4[C@]23C[C@H]1C(=O)OC
[8] CCCNC(=O)C1(C)CCN(C(=O)c2ccc3sccc3c2)C1 (stereo not drawn)
[9] CCOc1ccc2ccccc2c1C1NC(=O)N(C)C(C)=C1C(=O)OCCOC (stereo not drawn)
[10] C=CCNc1ncnc2c1cnn2-c1ccc(Cl)cc1
[11] CCc1nnc(NC(=O)CSc2nnc(Cc3cc(=O)[nH]c(=O)[nH]3)n2-c2cccc(OC)c2)s1
[12] Cc1ccc(C(=O)NCc2ccc(F)cc2)s1

assay / compound,7,8,9,10,11,12
MCF10A rerep,24%,.,-5%,?,1%,0%
HT1080-NT tox,3%,-2%,-6%,?,2%,4%
HEK293 tox,6%,-17%,2%,3%,14%,10%
IL-1B inflam inh,3,11,7,3,10,7
HT1080 IDH1KD tx,2%,0%,-4%,5%,15%,-4%
DRD3 agonist,0,-8,2,1,2,7
SW480 rerep,10%,.,-3%,13%,1%,-4%[9.22 µM]
KB-V1 MDR tox,-10%,8%,-6%,?,4%,13%
KB-3-1 tox,?,0%,0%,-19%,7%,11%

[13] CSc1ncc(C(=O)N2CCN(c3ccc(Cl)cc3)CC2)c(C)n1
[14] Cc1cc(C)nc(NC(=O)CSc2nc3ccccc3s2)n1
[15] COc1cc2ccccc2cc1C(=O)NC1CCCC1
[16] CC1(C)NC(=O)N(CCCCOc2cccc(C(F)(F)F)c2)C1=O
[17] O=C(Nc1nnc(CCN2CCCCC2)s1)c1ccc(Br)cc1
[18] CC1CCCN(Cc2nc3c(c(=O)n(C)c(=O)n3C)n2Cc2c(F)cccc2Cl)C1 (stereo not drawn)

assay / compound,13,14,15,16,17,18
MCF10A rerep,.,-4%,-1%,0%,6%,?
HT1080-NT tox,.,9%,3%,-5%,-2%,2%
HEK293 tox,-4%,-2%,-6%,0%,6%,6%
IL-1B inflam inh,.,50,-16,23,17,8
HT1080 IDH1KD tx,.,3%,-3%,-11%,13%,10%
DRD3 agonist,-9,1,1,6,1,-6
SW480 rerep,.,-6%,-3%,-7%,-12%,-8%
KB-V1 MDR tox,-7%,?,-3%,-21%,?,5%
KB-3-1 tox,-5%,0%,1%,?,-8%,-4%

[19] Cc1cc(C)n2nc(SCC#N)nc2n1
[20] COc1ccc(CN2CCCCCC2)cc1OC
[21] COC(=O)c1ccc(NC(C)=O)o1
[22] O=C(/C=C/c1cccs1)N1CCC2(CC1)Oc1ccc(F)cc1C(=O)C21CC(c2ccc(Cl)cc2)=NO1 (stereo not drawn)
[23] O=C(/C=C/c1cccc(Cl)c1)Nc1ccncc1
[24] O=S(=O)(Nc1cccc2ncccc12)c1cccc(C(F)(F)F)c1

assay / compound,19,20,21,22,23,24
MCF10A rerep,0%,1%,-10%,6%,0%,9%
HT1080-NT tox,4%,11%,10%,-3%,16%,-2%
HEK293 tox,1%,-6%,23%,-2%,-6%,-8%
IL-1B inflam inh,-11,-2,-5,-15,-18,47
HT1080 IDH1KD tx,3%,10%,1%,-8%,8%,2%
DRD3 agonist,-3,-2,2,0,4,-4
SW480 rerep,-1%,2%,3%,-1%,-4%,0%
KB-V1 MDR tox,3%,6%,?,-5%,-16%,0%
KB-3-1 tox,5%,12%,-1%,-4%,?,-22%

[25] CCN1/C(=C/C=C/C=C/c2sc3ccccc3[n+]2CC)Sc2ccccc21
[26] COc1ccc(S(=O)(=O)NC2CCCCC2)cc1C(=O)N1CCCCC1
[27] CC(C)CNC(=O)C(=O)Nc1c2c(nn1-c1ccccc1)CS(=O)(=O)C2
[28] Cc1cc(N2CCOCC2)nc(-c2ccc([N+](=O)[O-])cc2)n1
[29] CCN(CC)CCCNC(=S)N1CCn2c(nc3ccccc32)C1
[30] O=C(CN1CCN(c2ccc(F)cc2)CC1)c1ccc2c(c1)OCO2

assay / compound,25,26,27,28,29,30
MCF10A rerep,-1%&-3%,0%,.,-2%,7%,-3%
HT1080-NT tox,.,-6%,.,12%,21%,4%
HEK293 tox,.,-1%,6%,14%,5%,6%
IL-1B inflam inh,.,0,.,-12,18,6
HT1080 IDH1KD tx,.,-2%,.,17%,3%,12%
DRD3 agonist,.,2,-14,4,-31,-6
SW480 rerep,?,3%,.,-2%,0%,-6%
KB-V1 MDR tox,?,-16%,2%,-26%,1%,2%
KB-3-1 tox,?,-6%,13%,7%,1%,5%

[31] COC(=O)c1cn(C(C)C(=O)NCc2ccco2)c2ccccc12 (stereo not drawn)
[32] COc1c(Cl)cc(C(=O)N(Cc2ccccc2F)C2CCS(=O)(=O)C2)cc1Cl (stereo not drawn)
[33] O=c1c2cc(N3CCOCC3)ccc2[nH]c(=S)n1CCCN1CCCC1
[34] COc1ccccc1N1C(=O)S/C(=C\c2cc(C)n(C)c2C)C1=O
[35] COCCSc1nnc(NC(=O)C2CC(=O)N(c3ccc(OC)cc3)C2)s1 (stereo not drawn)
[36] CCOC(=O)N1CCN(C(=O)/C(=C/c2ccc(OC)c(OC)c2)NC(=O)c2ccccc2)CC1

assay / compound,31,32,33,34,35,36
MCF10A rerep,3%,.,0%,?,-3%,-42%[inhibitor]
HT1080-NT tox,14%,.,-1%,14%,21%,10%
HEK293 tox,-1%,-7%,40%[activator],37%[activator],-3%,0%
IL-1B inflam inh,29,.,38,-6,24,8
HT1080 IDH1KD tx,10%,.,9%,11%,11%,6%
DRD3 agonist,1,-1,-11,-6,-1,2
SW480 rerep,-1%,.,4%,-5%,7%,?
KB-V1 MDR tox,4%,-1%,?,14%,-2%,3%
KB-3-1 tox,9%,-3%,2%,-2%,15%,7%

Overlap with the part before: 3 entries, then new ones.
[34] COc1ccccc1N1C(=O)S/C(=C\c2cc(C)n(C)c2C)C1=O
[35] COCCSc1nnc(NC(=O)C2CC(=O)N(c3ccc(OC)cc3)C2)s1 (stereo not drawn)
[36] CCOC(=O)N1CCN(C(=O)/C(=C/c2ccc(OC)c(OC)c2)NC(=O)c2ccccc2)CC1
[37] CSc1nnnn1-c1ccc(C(=O)O)cc1
[38] CSCC[C@H](NC(=O)C1CCN(C(=O)[C@@H](N)Cc2ccccc2)CC1)C(=O)O
[39] COc1ccc(NC(=O)/C(=C/c2ccc(OC(C)=O)c(OC)c2)NC(C)=O)cc1
[40] CC1CC(CC(=O)NC(=S)Nc2ccccc2Cl)C(=O)O1 (stereo not drawn)
[41] CCN1C(=O)[C@H]2[C@H]3CN=C(SCc4ccc(C#N)cc4)N3[C@@](Cc3ccccc3)(C(=O)OC)[C@H]2C1=O
[42] Cc1cc(=O)oc2ccc(OCC(=O)N3CCc4ccccc43)cc12

assay / compound,34,35,36,37,38,39,40,41,42
MCF10A rerep,?,-3%,-42%[inhibitor],4%,4%,-81%[inhibitor],-2%,-12%,15%
HT1080-NT tox,14%,21%,10%,3%,10%,13%,-6%,-6%,-5%
HEK293 tox,37%[activator],-3%,0%,0%,9%,-3%,8%,-1%,1%
IL-1B inflam inh,-6,24,8,-13,26,16,-14,0,-14
HT1080 IDH1KD tx,11%,11%,6%,1%,6%,2%,2%,1%,1%
DRD3 agonist,-6,-1,2,3,1,-1,-3,0,-7
SW480 rerep,-5%,7%,?,3%,6%,-39%[inhibitor],-8%,-4%[9.22 µM],-4%[9.22 µM]
KB-V1 MDR tox,14%,-2%,3%,4%,-13%,-3%,-10%,-15%,0%
KB-3-1 tox,-2%,15%,7%,13%,4%,-3%,?,-21%,-9%

[43] COCCn1c(SCCN2CCCCC2)nc2ccccc2c1=O
[44] O=S(=O)(c1cccs1)N1CCN(CC(O)COC2CCCc3ccccc32)CC1 (stereo not drawn)
[45] COc1ccccc1/C=C/CN1CCCC(CCC(=O)NCc2ccc(F)c(F)c2)C1 (stereo not drawn)
[46] C=CCC[C@H](Cc1ccc(F)cc1)C(=O)OC[C@@H](Cc1c[nH]c2ccccc12)NC(=O)[C@H](CC=C)CC(=O)NCCO

assay / compound,43,44,45,46
MCF10A rerep,0%,2%,1%,-33%[inhibitor]
HT1080-NT tox,-4%,-3%,?,-17%
HEK293 tox,4%,-19%,-23%,-8%
IL-1B inflam inh,-5,-2,-74*,0
HT1080 IDH1KD tx,-1%,-11%,?,-2%
DRD3 agonist,-6,4,-18,-15
SW480 rerep,-3%,-3%,2%,-56%[inhibitor][9.22 µM]
KB-V1 MDR tox,-11%,?,-18%,-14%
KB-3-1 tox,-1%,-2%,-19%,9%

Screening data deposited in PubChem BioAssay by National Center for Advancing Translational Sciences (NCATS).

No enrichment for hits; any-hit rate near 11%.
